# ABCB6 inh MLPCN – ABCB6 transporter inhibitors, primary screen, K562-ABCB6 cells, flow cytometry, MLPCN library | K562-ABCB6 porphyrin accumulation, 1 h; active compounds read low | fluorescence ratio to DMSO, % at 10 µM | 360,000 compounds, 0.19% hits | AID 602162, 2011;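 active = fluorescence ratio to DMSO below 75%, the collection mean minus 3 SD; inconclusive = too few cells collected in the well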;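 note: signal is porphyrin accumulated inside mitochondria; 100% equals median channel fluorescence of DMSO control wells; lower ratio means ABCB6 inhibition with less porphyrin fluorescence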
# MC4R ag barr – MC4R agonists recruiting beta-arrestin, primary screen, cell-based, luminescence, agonist arm of biased-ligand search; Melanocortin receptor 4 (Homo sapiens), P32245; U2OS MC4R beta-arrestin complementation; percent of melanotan II response, DMSO zero; activation, % at 8.9 µM; 360,000 compounds, 0.98% hits;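 active = activation above a per-plate cutoff, the mean activation of sample wells on that plate plus 3 SD, cut at about 8% in these data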
# Target sequence (P32245 whole entry, looked up): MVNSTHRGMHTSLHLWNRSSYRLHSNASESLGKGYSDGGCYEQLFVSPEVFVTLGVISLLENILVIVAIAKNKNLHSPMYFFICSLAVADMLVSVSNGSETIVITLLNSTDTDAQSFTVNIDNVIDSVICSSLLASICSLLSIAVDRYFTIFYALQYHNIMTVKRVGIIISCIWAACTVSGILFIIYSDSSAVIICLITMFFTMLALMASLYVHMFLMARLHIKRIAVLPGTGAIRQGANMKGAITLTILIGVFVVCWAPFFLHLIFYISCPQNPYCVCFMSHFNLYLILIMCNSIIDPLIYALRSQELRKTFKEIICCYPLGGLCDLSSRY
# Granule exo inh – LAMP-1 surface exposure blockers, TALL-104 cells – cell-based, flow cytometry, MLPCN library, primary screen | TALL-104 LAMP-1 surface exposure; cells stimulated with thapsigargin and PMA | inhibition, % at 10 µM | 360,000 compounds, 0.66% hits;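 active = inhibition above about 55%, limit read from the data; inconclusive = no clear call, values can overlap the other calls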
# ABHD5-PLIN5 inh – ABHD5-PLIN5 interaction inhibitors, primary screen, cell lysate, split luciferase complementation, luminescence | Perilipin-5 (Homo sapiens) + 1-acylglycerol-3-phosphate O-acyltransferase ABHD5 (Homo … | AID 602281, 2012 | Split G. princeps luciferase complementation, 4 h | 360,000 compounds, 0.78% hits | inhibition, % at 4 µM;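 active = inhibition above the mean inhibition across every tested compound plus 3 SD, cut at about 22% in these data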;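 note: 0% = DMSO only wells and the 100% control is not disclosed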
# MC4R antag cAMP – MC4R antagonists of cAMP signaling, primary screen, cell-based, TR-FRET, antagonist arm of biased-ligand search; Melanocortin receptor 4 (Homo sapiens), P32245; MC4R-expressing cells, MTII-stimulated cAMP, LANCE TR-FRET; inhibition, % at 6.5 µM; 360,000 compounds, 0.48% hits; AID 540295, 2011;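 active = inhibition above its plate's cutoff, the mean of tested wells on that plate plus 3 SD, cut at about 29% in these data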;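 note: 0% = Melanotan II alone and 100% = Melanotan II plus saturating MCL0020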
#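 System: U2OS cells stably expressing human melanocortin 4 receptor (MC4R). Reagent: Melanotan II challenge after compound preincubation. Doses: 6.5 µM. Times: 30-min compound, 1-h challenge, 1-h detection, room temperature. Measured by: TR-FRET with Eu-cAMP and labeled anti-cAMP, 671 nm. Replicates: singlicate.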
# TLR9-MyD88 block – inhibitors of TLR9-MyD88 association in cells, primary screen, cell-based, CHO, BLA complementation, fluorescence; CCF4 FRET ratio; inhibition, % at 4.98 µM; 340,000 compounds, 0.21% hits; Toll-like receptor 9 (Homo sapiens) + Myeloid differentiation primary response protein …;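 active = inhibition above the mean over all tested compounds plus 3 SD, cut at about 21% in these data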;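 note: 0% = DMSO only wells and 100% = clavulanate BLA inhibitor control wells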
# NOD2-RIPK2 inh – NOD2-RIPK2 binding disruptors in cells, primary screen, fluorescence, CHO cells, BLA complementation; inhibition, % at 4.98 µM; AID 624267, 2012; 360,000 compounds, 0.38% hits; Receptor-interacting serine/threonine-protein kinase 2 (Homo sapiens), O43353; CCF4 ratio; in the data active = inhibition above about 21%;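 note: 0% = vehicle only and 100% = reference blocker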
# Target sequence (O43353 whole entry, looked up): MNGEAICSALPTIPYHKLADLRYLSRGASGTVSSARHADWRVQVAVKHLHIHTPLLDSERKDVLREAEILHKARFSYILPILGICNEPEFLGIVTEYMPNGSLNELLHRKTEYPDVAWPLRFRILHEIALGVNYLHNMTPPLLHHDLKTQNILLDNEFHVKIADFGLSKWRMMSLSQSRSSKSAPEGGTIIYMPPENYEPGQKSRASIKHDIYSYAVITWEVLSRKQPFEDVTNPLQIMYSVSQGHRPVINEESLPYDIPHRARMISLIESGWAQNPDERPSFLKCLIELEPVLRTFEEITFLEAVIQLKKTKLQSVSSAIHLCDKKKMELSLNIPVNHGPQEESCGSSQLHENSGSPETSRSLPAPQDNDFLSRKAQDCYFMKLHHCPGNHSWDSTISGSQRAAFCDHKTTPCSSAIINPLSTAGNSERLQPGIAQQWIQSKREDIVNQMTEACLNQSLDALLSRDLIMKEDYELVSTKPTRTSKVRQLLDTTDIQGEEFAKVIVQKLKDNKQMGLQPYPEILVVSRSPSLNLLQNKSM
# Vif inh – HIV Vif self-association inhibitors, primary screen, imaging, HEK293T, single point; HEK293T cells, Vif self-association by quenched fluorescence, 24 h; inhibition, % at 7.49 µM; AID 602346, 2012; 340,000 compounds, 0.35% hits; in the data active = inhibition above about 50%, passing the limit was not always enough; inconclusive = no clear call, values can overlap the other calls; inactive = below about 31%; note: some results filed as inactive read as strong as hits
# Glyco luc inh – increase of ERlucT glycosylation luciferase signal, primary screen, N-linked glycosylation inhibitor project, D54 ERlucT cells, luminescence, set 2. reporter increase, % at 12.5 µM. AID 588692, 2011. D54 ERlucT glycosylation luciferase reporter, 24 h; percent of 100 nM tunicamycin response. 360,000 compounds, 0.23% hits;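 active = mean luciferase reporter signal, scaled so untreated is 0 and the glycosylation-blocking control 100, at or above a set limit in every replicate; inconclusive = mean reaches the limit but not every replicate does; inactive = mean below the limit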;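 note: luciferase carries N-glycosylation sites so blocking glycosylation raises the light; 0% = median of neutral control wells and 100% = median of 100 nM tunicamycin wells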
# aDG glyco act – activators of alpha-DG glycosylation, primary screen, uHTS, Pro5-aDG cells, AlphaScreen | alpha-DG glycosylation AlphaScreen (IIH6); 0% Pro5, 100% B10-LARGE cell signal | activation, % at 10 µM | 360,000 compounds, 0.22% hits | AID 624168, 2012;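 active = activation of at least 8% versus controls, or a plate z-score of at least 8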;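 note: Pro5 are CHO cells carrying HIG-tagged alpha-DG that lacks glycosylation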
# An asterisk follows results filed as active; i = inactive; ? = inconclusive; . = no result given.
compound	ABCB6 inh MLPCN	MC4R ag barr	Granule exo inh	ABHD5-PLIN5 inh	MC4R antag cAMP	TLR9-MyD88 block	NOD2-RIPK2 inh	Vif inh	Glyco luc inh	aDG glyco act
Cc1ccc(NC(=O)CCN2CCN(C)CC2)cc1	96	-1.8	-6	12	-4	-1	2	5	2	0.0
Cc1noc(C)c1NC(=O)N(C)C[C@@H]1Oc2ccc(NC(=O)CCC(F)(F)F)cc2CC(=O)N([C@@H](C)CO)C[C@@H]1C	96	-2.6	0	-8	0	-2	-8	0	3	-0.1
Cc1ccc(CNC(=O)Cc2ccc(-n3c(=O)[nH]c4ccsc4c3=O)cc2)cc1	206	-2.3	1	-4	-2	-2	1	-4	?	-0.2
CCOC(=O)c1nn(-c2ccc(C)cc2)c(C)c1C(C)=O	96	-1.4	-2	2	6	10	-5	-6	4	0.1
CCc1ccc(N2C(=O)CC(N3CCC(C(=O)OC)CC3)C2=O)cc1 (configuration not stated)	89	-1.4	-4	11	6	14	1	.	1	-0.2
C[C@]12C[C@H](O)[C@H]3[C@@H](CCC4=CC(=O)CC[C@@]43C)[C@@H]1CC[C@@H]2C(=O)CO	i	-0.4	-2	1	11	11	-20	2	2	-0.1
CCOC(=O)N1CCN(C(=O)c2ccc(-n3c(C)ccc3C)cc2)CC1	101	-1.2	2	2	12	-6	2	4	10	0.0
Cc1ccccc1CSCC(=O)c1c(N)n(CC(C)C)c(=O)n(C)c1=O	100	-0.8	2	5	7	2	-5	-10	-4	3.0
COc1ccc(OC)c(S(=O)(=O)N2CCC(C(=O)NC3CC3)CC2)c1	99	-1.9	29	3	2	-8	1	0	-1	-0.2
CC(Oc1ccccc1)C(=O)Nc1nnc(S(=O)(=O)N2CCCCCC2)s1 (configuration not stated)	97	-0.7	1	-4	3	0	2	-4	0	-0.3
COc1ccc(NC(=O)CN2CCN(c3ccc(F)cc3)CC2)cc1Cl	101	0.5	-2	-1	0	-12	-11	13	2	0.2
COc1ccc(CN2CCN(S(=O)(=O)c3ccc(F)cc3)CC2)c(OC)c1OC	103	0.2	-4	0	13	-4	-1	4	-1	0.2

# 3 entries from above, sorted by length of the SMILES, lowest first:
compound	ABCB6 inh MLPCN	MC4R ag barr	Granule exo inh	ABHD5-PLIN5 inh	MC4R antag cAMP	TLR9-MyD88 block	NOD2-RIPK2 inh	Vif inh	Glyco luc inh	aDG glyco act
CCOC(=O)c1nn(-c2ccc(C)cc2)c(C)c1C(C)=O	96	-1.4	-2	2	6	10	-5	-6	4	0.1
Cc1ccccc1CSCC(=O)c1c(N)n(CC(C)C)c(=O)n(C)c1=O	100	-0.8	2	5	7	2	-5	-10	-4	3.0
COc1ccc(OC)c(S(=O)(=O)N2CCC(C(=O)NC3CC3)CC2)c1	99	-1.9	29	3	2	-8	1	0	-1	-0.2

# Further entries.
compound	ABCB6 inh MLPCN	MC4R ag barr	Granule exo inh	ABHD5-PLIN5 inh	MC4R antag cAMP	TLR9-MyD88 block	NOD2-RIPK2 inh	Vif inh	Glyco luc inh	aDG glyco act
Cc1nc2c(-c3ccccc3)cnn2c(N2CCOCC2)c1C	95	-0.8	-1	7	-6	-1	0	-1	-9	0.3
Cc1ccc(C(=O)Nc2nc(C(C)(C)C)cs2)s1	92	-0.2	1	-10	1	2	11	-21	-7	0.7
COc1ccc(C(=O)/C(C#N)=N/Nc2cccc([N+](=O)[O-])c2)cc1	102	-3.5	28	-5	-14	3	-12	-13	12	0.2
O=C(Nc1cccc(NC(=O)C2CCCO2)c1)c1ccco1 (configuration not stated)	102	2.0	0	1	16	-2	-10	-3	-1	-0.1
Cc1ccc(C(=O)CSc2nnc3n2CCCCC3)s1	98	-1.2	0	8	14	-4	-8	5	-2	-0.4
COc1ccc(CNC(=O)/C=C/c2cc([N+](=O)[O-])ccc2OC(F)F)cc1	96	0.3	0	7	2	-2	-16	-7	-2	0.0
Cc1cc(C)cc(NC(=O)C(=O)NCC2CCCO2)c1 (configuration not stated)	104	-2.7	-2	2	-5	1	-4	-4	1	-0.6
O=C(Nc1cn(-c2ccccc2)nc1-c1ccc(Cl)cc1)c1ccccc1	95	0.2	3	-2	-1	0	-2	-3	2	0.3
O=C(CSc1nnc(Cn2c(=O)sc3ccccc32)n1-c1ccccc1)N1CCCC1	98	-0.2	-1	-7	16	1	13	3	-3	-0.1
COc1cccc(NC(=O)c2ccc3c(c2)OCCO3)c1	102	0.2	-8	-3	-1	2	-4	3	-16	0.1
Cc1cc(Nc2cccc(C)c2C)n2ncnc2n1	103	1.9	16	4	5	-5	-1	-7	3	-0.1
O=C(COc1ccc(S(=O)(=O)NC2CCCCC2)cc1)N1CCN(c2ccc(F)cc2)CC1	94	1.6	1	-3	18	3	-2	1	-7	0.0
COc1ccc(NC(=O)NCc2ccc3c(c2)OCO3)cc1OC	103	-2.9	-17	-8	1	-14	-20	-2	0	1.0
C=CCOCCN1C(=O)C2C3C=CC(C2C1=O)C1C2C(=O)N(CCOCC=C)C(=O)C2C31 (configuration not stated)	111	0.4	-11	-2	14	0	-11	3	2	-0.2
COc1ccccc1CNC(=O)CCn1c(=O)[nH]c2ccsc2c1=O	90	0.6	-1	5	9	2	-5	1	-1	-0.1
Cc1ccc(C(O)c2ncc(-c3cccc(F)c3)[nH]2)cc1 (configuration not stated)	95	-1.3	4	-2	4	.	-2	-7	0	0.0
CCOC(=O)C(=NCC1CCCO1)NNc1ccccc1Cl (configuration not stated)	96	-1.1	5	-5	4	4	-1	-1	2	-0.2
Cc1ccc(S(=O)(=O)N2CCC(C(=O)N3CCC[C@H]3C(=O)NCc3ccco3)CC2)cc1	95	-2.0	-3	17	2	-3	-8	-11	-2	0.3
Cc1ccc2c(CSc3nncs3)cc(=O)oc2c1	96	1.9	-10	2	2	-2	2	3	1	-0.1
CSc1nnc2c(n1)OC=Nc1ccccc1-2	116	-0.6	3	-2	0	-3	-9	.	0	0.1
O=C1[C@H]2[C@@H](C(=O)N1c1cccc3ccccc13)C1(C(=O)c3ccccc3C1=O)N1CCC[C@@H]21	100	-0.7	1	21	0	-10	5	11	1	0.0
Cc1cc(N2CCN(c3ccccn3)CC2)n2nc(C)nc2n1	98	1.0	4	11	1	-10	-16	-4	2	-0.1
O=C(COC(=O)C1=COCCO1)Nc1ccc(Oc2ccccc2)cc1	99	-1.4	1	3	5	6	-2	-3	-2	-0.4
C=CCOC(=O)C1=C(C)NC(C)=C(C(=O)OCC=C)C1c1ccco1	93	0.2	17	0	22	0	-2	-4	-4	-0.1
O=C(CCCOc1ccccc1)N1CCN(S(=O)(=O)c2ccccc2)CC1	100	-0.2	-5	-2	9	-10	5	11	0	0.4
CCOC(=O)/C=C/C(=O)OCc1csc(CC(=O)Nc2ccccc2C)n1	103	-2.5	2	3	19	-15	-1	0	-5	-0.2
COC(=O)C1=C(C)N(C)C(=O)NC1c1cc2c(cc1Br)OCO2 (configuration not stated)	102	1.2	21	6	0	-2	9	-3	0	0.0
O=C(OCCCN1C(=O)c2ccccc2C1=O)c1ccco1	94	-0.6	0	2	-3	7	-10	6	0	-0.2
Cc1ccc(-n2c(C)c3c(C)nnc(C)c3c2C)cc1N	102	-1.1	2	0	21	-14	-15	-5	3	-0.1
CC(C)(C)c1ccc(C(=O)N2CCN(c3ncccn3)CC2)cc1	98	0.4	8	2	26	-14	2	-17	-1	0.1
CCN(CC)CCn1c2ccc(F)cc2c2nc(C)sc21	105	-0.9	1	4	-1	-1	6	-2	5	-0.2
COC(=O)c1cc(=O)n(Cc2ccc3c(c2)OCO3)c(=Nc2ccc(F)cc2)s1	79	-0.2	11	2	4	-5	-9	0	11	-0.1
COc1ccc(CC(NC(C)=O)C(=O)NC2CCN(c3nnnn3-c3ccccc3)CC2)cc1 (configuration not stated)	99	0.5	1	1	8	-5	-3	-8	1	0.2
CC1(C)CN(C2CCCCC2)C(=O)[C@H]1CC(=O)Nc1ccc(Br)cc1	103	3.2	-1	-6	0	-3	-8	11	0	0.0
COc1ccc(CCN2C(=O)C3C4C=CC(C3C2=O)C2C(=O)N(CCc3ccc(OC)c(OC)c3)C(=O)C42)cc1OC (configuration not stated)	88	-2.0	7	-8	6	1	0	-18	1	0.1
CCOC(=O)CC(NS(=O)(=O)Cc1ccccc1)c1ccc(C)cc1 (configuration not stated)	96	-2.0	3	3	6	-11	-12	1	0	0.4
CC(=O)C(C(c1ccccc1)N1CCCc2ccccc21)N1CCOCC1 (configuration not stated)	106	-0.4	-12	4	1	-1	4	12	-2	-0.2
Cc1ccc(CNC(=O)c2cc3c(=O)n4ccccc4nc3n(Cc3ccco3)c2=N)cc1	92	-2.0	1	30*	-46	1	4	-2	3	0.3
O=[N+]([O-])c1ccccc1S(=O)(=O)N1CCN(c2ccccn2)CC1	112	1.6	-4	-3	1	-5	16	-2	-2	-0.1
COc1ccc(OCC(O)Cn2c(N)nc3c2c(=O)[nH]c(=O)n3C)cc1 (configuration not stated)	94	-0.9	-2	-8	25	-10	11	-15	-2	-0.2
CC(=O)c1ccc(N2CCN(S(=O)(=O)c3ccc(-c4cc(C)no4)s3)CC2)cc1	98	-1.9	11	1	2	6	-4	-7	-3	0.2
CCCOc1ccccc1/C=N/Nc1ccnc(=O)[nH]1	85	-3.2	-4	2	1	-2	4	-10	2	0.0
O=C(Nc1ccc2nn(-c3ccccc3)nc2c1)c1ccc2c(c1)OCCO2	93	3.6	2	2	4	4	1	-14	-1	1.1
CCC1(CC)NC(=O)N(CC(=O)N2CCc3ccccc32)C1=O	103	1.2	1	-10	9	0	-14	14	0	0.0
CN(NS(C)(=O)=O)c1c(C#N)c(C(F)(F)F)nn1C	98	-1.8	-1	1	5	-9	-2	-3	-3	0.0
O=C(c1cc(COc2ccc(F)cc2F)on1)N1C[C@H]2CC[C@H]1C2	114	0.9	11	7	2	6	-2	-1	1	0.3

# Assay outcomes (PubChem)

# These rows are one share of the data. The share of hits here may be higher or lower than overall.
